# Assay outcomes as filed in PubChem BioAssay.
# CCHFV vOTU inh: CCHFV vOTU protease inhibition. inhibition, % at 11.5 µM. 0.55% of 370,000 active. Pep-AMC fluorescence. AID 651958; in the data active means inhibition above about 30%; further: 0% = vehicle wells with enzyme and 100% = no enzyme wells
# Rv3671c inh: inhibitors of M. tuberculosis serine protease Rv3671c | AID 2606 | P9WHR9 | inhibition, % at 5.96 µM | 0.048% of 320,000 active; in the data active means inhibition above about 38%;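 further: extracellular domain of Rv3671c used as enzyme; 0% = enzyme with DMSO and 100% = no enzyme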
# BoNT-F LC inh: BoNT F light chain protease inhibition. inhibition, % at 10 µM. AID 588497. Multiplex microsphere protease cleavage assay, flow cytometry. 0.22% of 360,000 active; in the data active means inhibition above about 35%, passing the limit was not always enough; inconclusive means no clear call, values can overlap the other calls; further: plate controls were buffer without enzyme for full effect and enzyme alone for no effect
# BoNT A protease: blocks Botulinum neurotoxin A light chain protease | inhibition, % at 10 µM | multiplex microsphere protease substrate cleavage, flow cytometry | 0.17% of 360,000 active; further: plate controls were buffer without enzyme for full effect and enzyme alone for no effect
# SARS 3CLpro inh: SARS-CoV 3CLpro protease inhibition | P0C6X7 | recombinant SARS-CoV 3CLpro, quenched FRET peptide cleavage | inhibition, % at 6 µM | 0.14% of 290,000 active; in the data active means inhibition above about 12%
# Anthrax LF prot: anthrax lethal factor protease inhibition | AID 588501 | P15917 | inhibition, % at 10 µM | multiplex microsphere protease cleavage assay, LF | 0.12% of 360,000 active; further: plate controls were buffer without enzyme for full effect and enzyme alone for no effect
# Target sequence (P15917 whole entry, looked up): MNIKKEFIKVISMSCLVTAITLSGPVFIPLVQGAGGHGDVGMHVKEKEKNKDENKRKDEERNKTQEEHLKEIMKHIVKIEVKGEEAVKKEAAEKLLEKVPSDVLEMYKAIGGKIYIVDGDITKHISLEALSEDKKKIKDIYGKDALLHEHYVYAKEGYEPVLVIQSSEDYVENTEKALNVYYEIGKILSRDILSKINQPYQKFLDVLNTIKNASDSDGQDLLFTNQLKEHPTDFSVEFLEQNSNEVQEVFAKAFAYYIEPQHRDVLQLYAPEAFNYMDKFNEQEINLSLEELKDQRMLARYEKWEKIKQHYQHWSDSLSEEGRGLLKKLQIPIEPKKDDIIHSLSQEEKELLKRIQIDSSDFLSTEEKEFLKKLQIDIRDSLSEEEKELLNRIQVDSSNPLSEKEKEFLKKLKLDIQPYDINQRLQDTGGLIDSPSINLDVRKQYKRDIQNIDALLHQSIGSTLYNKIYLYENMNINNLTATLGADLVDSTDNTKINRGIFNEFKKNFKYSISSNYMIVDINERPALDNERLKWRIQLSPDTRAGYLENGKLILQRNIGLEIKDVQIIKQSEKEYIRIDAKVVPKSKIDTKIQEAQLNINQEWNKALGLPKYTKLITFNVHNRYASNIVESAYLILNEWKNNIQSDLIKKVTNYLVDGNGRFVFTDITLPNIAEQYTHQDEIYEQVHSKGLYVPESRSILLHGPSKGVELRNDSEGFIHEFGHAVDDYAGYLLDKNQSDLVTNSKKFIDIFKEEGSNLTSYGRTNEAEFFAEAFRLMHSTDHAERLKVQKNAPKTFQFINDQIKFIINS
# VHR inh abs: DUSP3 (human) phosphatase inhibition. P51452. recombinant VHR phosphatase, pNPP absorbance. inhibition, % at 13.3 µM. 0.52% of 290,000 active; in the data active means inhibition above about 50%; further: some compounds called inactive have numbers as strong as hits
# Target sequence (P51452 whole entry, looked up): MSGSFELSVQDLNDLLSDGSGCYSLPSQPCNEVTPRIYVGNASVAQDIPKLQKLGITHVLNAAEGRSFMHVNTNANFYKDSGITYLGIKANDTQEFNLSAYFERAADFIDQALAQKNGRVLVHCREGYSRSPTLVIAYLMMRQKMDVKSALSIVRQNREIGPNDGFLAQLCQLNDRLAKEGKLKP
# PriA SSB inh: inhibitors of Klebsiella pneumoniae PriA binding to SSB C-terminal tail | AlphaScreen SSBct-PriA binding, biotinylated peptide | inhibition, % at 33 µM | 0.6% of 430,000 active | AID 1272365; in the data active means inhibition mostly above about 37%, no sharp cut-off; inactive means mostly below about 20%;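 further: plate controls were negative control peptide for no effect and reference peptide for full effect; strong numbers were not always called active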
# MazF activator: MazEF (E. coli) toxin RNase activation; P0AE70; FAM/BHQ RNA-DNA oligo cleavage fluorescence, 5 h; activation, % at 20 µM; 0.32% of 350,000 active; in the data active means activation above about 50%
# Target sequence (P0AE70 whole entry, looked up): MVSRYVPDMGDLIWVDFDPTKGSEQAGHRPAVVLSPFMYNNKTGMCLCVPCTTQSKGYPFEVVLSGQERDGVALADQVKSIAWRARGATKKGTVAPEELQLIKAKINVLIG
# PrPC TRFRET: reduces human prion protein on the cell surface; 0.43% of 370,000 active; P04156; cell surface PrPC, TR-FRET read-out; inhibition, % at 13.8 µM; in the data active means inhibition above about 24%; further: 0% = median of the test wells and 100% = reference compound wells
# * = called active by the depositor; u = inconclusive; x = no result given. Unless noted, no stated cut-off is given here; in the data, active means inhibition above about 30%; inconclusive means no clear call, values can overlap the other calls; inactive means below that.
SMILES,CCHFV vOTU inh,Rv3671c inh,BoNT-F LC inh,BoNT A protease,SARS 3CLpro inh,Anthrax LF prot,VHR inh abs,PriA SSB inh,MazF activator,PrPC TRFRET
Cc1ccc2ncc(S(=O)(=O)c3ccccc3)c(N3CCCCC3C)c2c1 (centres undefined),7.6,-13.4,-9.5,0.0,4.2,3.6,21.2,-14.3,3.5,6.9
COc1ccc(C(=O)N2CCN(c3ccc([N+](=O)[O-])c(NCCc4ccc(OC)c(OC)c4)c3)CC2)cc1,-3.9,4.4,10.2,2.0,-0.5,2.9,-0.9,-5.8,-5.1,-0.3
O=C1CCC(C(=O)Nc2cccc(S(=O)(=O)N3CCOCC3)c2)N1 (centres undefined),8.7,3.1,-1.0,-0.3,-0.9,-1.2,10.3,-4.2,-4.5,-5.3
Cc1onc(-c2ccccc2Cl)c1C(=O)N1CCCCCC1,-11.1,x,2.4,-0.6,3.2,0.8,16.0,-6.1,6.8,5.7
CN(C)c1ccc(N=Cc2nc(-c3ccccc3)oc2OC(=O)c2cccc(Cl)c2)cc1,2.0,-1.1,4.9,0.8,4.2,-1.6,32.8,9.3,125.8*,-1.7
Cc1ccc(O)c(NC(=O)c2ccccc2-c2ccccc2C(=O)O)c1,10.3,-1.6,-20.9,2.7,2.6,11.4,-4.5,-24.8,-13.0,4.2
O=C(CC(=O)Nc1ccc(F)cc1)Nc1ccc(F)cc1,-12.6,0.8,7.0,-0.2,-0.2,-4.8,14.6,-2.1,-4.5,4.0
O=C(CC[C@H]1O[C@@H](n2cnc3c(NC(=O)c4ccccc4)ncnc32)[C@H](O)[C@@H]1O)NCc1cccs1,-1.0,x,-2.2,0.5,x,7.1,x,x,x,-1.2
O=c1cc(CSc2nnnn2-c2ccc(O)cc2)nc2sccn12,14.4,-12.4,-2.4,0.7,3.3,0.3,1.6,-10.1,-5.5,-1.7
COCCNC(=O)C1CCN(S(=O)(=O)c2ccccc2)CC1,-6.9,1.5,1.4,0.6,-1.6,-0.8,6.2,0.4,0.0,-4.1
O=C(C1CSC2(c3ccc(F)cc3)CCC(=O)N12)N1CCCCCC1 (centres undefined),-1.9,-3.3,5.8,4.7,2.3,-13.4,3.6,-12.1,1.6,4.5
COc1cccc(NC(=O)CN(C)C(=O)c2cccc(NS(=O)(=O)c3ccc(Br)cc3)c2)c1,-0.4,x,-4.2,0.2,x,12.6,x,9.4,1.2,-3.8
Cc1c(N=C/C=C2\N(C)c3ccccc3C2(C)C)c(=O)n(-c2ccccc2)n1C,2.7,4.8,7.2,0.2,1.8,-5.7,4.2,5.7,2.9,-2.0
O=C(NCc1ccccc1)C1(c2cccc(F)c2)CCCC1,-7.2,-4.2,-4.9,-1.0,3.0,1.7,5.3,-20.7,-7.2,-5.3
COc1ccc(C(=O)c2ccc(Cl)cc2)c(OC)c1OC,4.3,x,-5.2,-0.7,x,2.9,x,-31.2,-5.8,7.0
Cc1cc(C)c2cc(C#N)c(N3CCCN(C(=O)c4cnccn4)CC3)nc2c1,-3.6,0.1,5.9,3.8,-3.2,-4.1,7.4,-3.3,5.2,-3.0
O=C(Nc1cccc(S(=O)(=O)N2CCCC2)c1)c1cc(S(=O)(=O)N2CCOCC2)ccc1F,-4.9,-2.3,-9.2,4.4,x,0.0,x,-0.2,3.3,5.5
Cc1cc(C(=O)N2CCCC(C(=O)c3ccc4ccccc4c3)C2)n(C)n1 (centres undefined),-15.4,-5.9,1.8,0.1,-0.4,-2.4,-9.9,-4.8,-7.0,-0.5
c1ccc2oc(-c3[nH]ncc3CN3CCSCC3)cc2c1,-5.4,-11.4,-14.7,-1.0,2.0,-9.3,13.9,-3.0,-0.1,1.4
C[C@@H]1CCC[C@]2(O[C@@H](CCO)C[C@H](O)[C@H]2O)O1,-13.4,4.2,2.3,0.7,x,-2.4,x,-2.3,7.9,-0.7
O=C(CN1C2CCCC1CC(NC(=O)c1ccco1)C2)Nc1ccccc1 (centres undefined),-3.2,2.8,-0.9,-0.1,-1.1,0.8,14.7,-22.6,-4.7,0.3
CCOC(=O)c1cc(-c2ccccc2)sc1NC(=O)C(C)Sc1nnnn1C (centres undefined),-1.7,-8.8,-7.0,-0.6,-0.2,-1.0,5.0,-3.7,1.9,-2.3
COc1ccc(/C=C(\NC(=O)/C=C/c2ccco2)C(=O)NCCc2nc3ccccc3[nH]2)cc1,-5.8,-6.0,-1.4,0.8,-0.1,0.9,1.3,-3.4,-1.6,-16.9
CC1CCN(S(=O)(=O)c2cccc(C(=O)Nc3ccccc3)c2)CC1,-2.0,-7.4,-2.6,0.0,-1.0,-3.3,4.0,-19.2,12.2,-0.1
CC(C)c1cc(C(C)C)n2nc(N)nc2n1,-4.0,4.7,u,-1.8,-1.6,-18.4,-14.1,-11.9,3.3,4.6
COc1cccc(C2(c3cccc(OC)c3)CC2C(=O)Nc2ccc(F)cc2)c1 (centres undefined),-8.3,-14.6,-4.4,0.4,8.1,-3.1,-4.7,9.3,-4.3,6.4
CC(C)(C)C(=O)CSc1nc2ccccc2o1,0.9,-4.9,2.7,0.3,2.8,-1.3,-6.4,-13.0,2.7,5.4
CN(C(=O)COC(=O)c1ccc2ccccc2n1)c1ccccc1,2.9,-1.1,-1.2,-0.2,x,-5.7,x,0.6,-7.3,7.8
Cc1cc2nc3c(nc2cc1C)C(O)=C3O,-3.2,-2.5,30.5,-2.0,-1.7,-1.5,2.5,-6.4,-21.3,-0.2
COc1ccc(-c2ccc(CN3C(C(C)C)C(=O)N(Cc4cn(Cc5ccco5)nn4)CCS3(=O)=O)cc2)cc1 (centres undefined),27.1,x,-2.0,-0.3,x,-7.6,x,x,5.0,8.0
Cn1cc(C(=O)N2CCCCC2)c2ccccc21,1.7,-3.1,-2.4,-0.9,0.0,-4.0,5.8,-38.1,-3.9,-0.6
Cc1ccc(C2(CCNCc3ccco3)CCOC(C(C)C)C2)cc1 (centres undefined),6.2,3.2,-14.8,-0.5,5.0,-4.1,10.0,-4.6,6.2,-0.3
COc1cc(/C=N/n2cnc3c(sc4nc(C)cc(C)c43)c2=O)ccc1O,x,-4.0,x,x,0.3,x,21.3,x,-25.8,x
CC(C)C(=O)Nc1nnc(CCc2ccccc2)s1,-17.4,-3.0,-8.8,3.2,-1.4,-10.8,37.7,-13.5,3.2,-9.1
Cc1ccc(Oc2c(F)c(F)nc(N3CCCC3)c2F)cc1,-10.5,-5.0,3.5,-0.6,2.3,0.7,18.0,-23.6,-2.9,3.5
NC(=O)C1CCN(C(=O)c2cccc(CN3C(=O)c4ccccc4C3=O)c2)CC1,0.6,-0.1,-10.9,-0.3,x,-0.9,x,-16.2,-6.0,-5.8
Cc1cc(N2CCN(C)CC2)nc2ccc(NC(=O)c3cccnc3Cl)cc12,-4.8,10.9,-15.8,-0.7,2.8,-5.9,37.2,-1.1,0.2,1.3
CCOC(=O)N1CCN(C(=O)c2ccc(CS(=O)(=O)c3ccc(OC)cc3)o2)CC1,1.5,2.5,1.7,0.1,-1.8,1.3,12.7,-10.1,10.2,-2.9
Cn1cccc1C1CCCN1CC(=O)Nc1ccc(C#N)c(Cl)c1 (centres undefined),10.8,-0.7,0.2,-0.5,x,-3.7,x,-8.6,-2.6,11.6
O=C(N/N=C/c1ccco1)c1cc(-c2ccccc2)n[nH]1,15.0,2.8,-4.8,-1.4,5.0,-0.6,13.2,x,-1.5,7.8

# Some of the entries so far, bar-delimited:
SMILES | CCHFV vOTU inh | Rv3671c inh | BoNT-F LC inh | BoNT A protease | SARS 3CLpro inh | Anthrax LF prot | VHR inh abs | PriA SSB inh | MazF activator | PrPC TRFRET
CC(C)C(=O)Nc1nnc(CCc2ccccc2)s1 | -17.4 | -3.0 | -8.8 | 3.2 | -1.4 | -10.8 | 37.7 | -13.5 | 3.2 | -9.1
Cc1ccc(Oc2c(F)c(F)nc(N3CCCC3)c2F)cc1 | -10.5 | -5.0 | 3.5 | -0.6 | 2.3 | 0.7 | 18.0 | -23.6 | -2.9 | 3.5

# Compounds shown so far that contain a cyano group:
SMILES,CCHFV vOTU inh,Rv3671c inh,BoNT-F LC inh,BoNT A protease,SARS 3CLpro inh,Anthrax LF prot,VHR inh abs,PriA SSB inh,MazF activator,PrPC TRFRET
Cc1cc(C)c2cc(C#N)c(N3CCCN(C(=O)c4cnccn4)CC3)nc2c1,-3.6,0.1,5.9,3.8,-3.2,-4.1,7.4,-3.3,5.2,-3.0
Cn1cccc1C1CCCN1CC(=O)Nc1ccc(C#N)c(Cl)c1 (centres undefined),10.8,-0.7,0.2,-0.5,x,-3.7,x,-8.6,-2.6,11.6

# Following part
SMILES,CCHFV vOTU inh,Rv3671c inh,BoNT-F LC inh,BoNT A protease,SARS 3CLpro inh,Anthrax LF prot,VHR inh abs,PriA SSB inh,MazF activator,PrPC TRFRET
COc1ccccc1-c1sc2ccccc2c1C#CC1(O)CCCCC1,0.6,-16.3,-2.5,0.8,x,-2.3,x,11.9,-3.6,0.0
CCOc1ccccc1N(CC(=O)NCCc1ccc(OC)c(OC)c1)S(=O)(=O)c1ccccc1,9.9,2.6,-13.3,1.8,-3.7,-5.6,-19.2,0.7,2.3,0.2
CN(C)CCCNc1cn[nH]c(=O)c1Cl,-3.0,6.8,-2.3,-0.3,-4.0,0.4,32.7,-11.6,-1.6,0.0
O=C(C1CCN(S(=O)(=O)c2ccc(-n3cnnn3)cc2)CC1)N1CCCCC1,-7.5,3.1,0.3,-0.9,-1.0,0.2,22.4,-6.3,6.6,11.5
Cn1c(SCC(=O)c2ccccc2)nnc1C1COc2ccccc2O1 (centres undefined),10.1,0.6,x,x,6.7,x,10.1,-12.8,1.6,5.2
COc1ccc(C(C)=O)cc1CN1CCCCC1,4.1,-5.8,4.0,-0.5,-3.2,-5.0,0.9,-15.2,4.8,-6.5
COc1cccc(/C(O)=C2/C(=O)C(=O)N(CCCN3CCOCC3)C2c2ccncc2)c1 (centres undefined),-5.5,1.9,7.0,0.0,-4.4,-17.1,27.7,x,2.4,-0.3
Cc1nn(Cc2c(Cl)cccc2Cl)c(C)c1NC(=O)c1sc2ccccc2c1Cl,3.3,-10.1,5.8,1.6,-1.0,2.4,-0.2,-10.6,0.7,-6.0
O=C(Nc1ccc(Cl)cc1)C1CCN(C(=O)c2ccco2)CC1,-0.3,4.6,6.4,2.3,-2.2,5.7,-28.8,-10.5,-2.2,-6.7
CCc1ccc(-c2nn(-c3ccccc3)cc2CSC(=N)N)cc1,7.6,-11.8,x,x,0.9,x,8.2,-139.9,7.9,-9.8
CCOc1ccc(N(CC(=O)N2CCCC2)S(=O)(=O)c2c(C)noc2C)cc1,-5.3,3.3,-1.0,-0.3,0.3,-6.9,20.8,-1.8,4.7,4.6
Oc1ccc(/C=N/Nc2ccc(C(F)(F)F)cn2)cc1O,31.3*,x,x,x,-2.8,x,8.5,x,-11.0,22.4
Cc1nc(S(=O)(=O)Nc2ccccc2C(=O)NCC2CC2)cn1C,-14.0,5.4,u,u,-0.9,-16.6,16.6,-4.6,10.5,5.7
Cc1cc(Cl)cc(Cl)c1OCC(=O)NCc1ccco1,4.8,-15.5,-0.4,0.9,5.3,2.4,-11.6,-12.2,2.5,-2.7
Oc1cccc2ccc(/C=C/c3cccs3)nc12,3.3,-3.1,-12.6,-1.1,-0.2,-6.7,20.8,-40.7,17.7,-19.1
CSc1cccc(NCc2ccc([N+](=O)[O-])cc2)c1,1.9,4.0,-3.0,-0.1,7.1,5.8,23.4,18.2,6.5,2.8
COc1cccc(NC(=O)N(CCN(C)C)C(C)c2cccnc2)c1 (centres undefined),-8.9,-0.2,2.3,0.6,-6.7,-3.9,-0.1,-2.1,3.5,7.8
CC(=O)c1cccc(NC(=O)C2C3CCC(C3)C2C(=O)O)c1 (centres undefined),11.5,2.2,9.4,-1.5,0.9,-0.1,1.0,2.3,3.4,-0.6
Cc1c(C(=O)N2CCN(c3ccccc3)CC2)sc2nc3n(c(=O)c12)CCC3,23.9,-2.9,2.3,1.1,-1.0,-3.0,21.1,-1.4,4.0,-6.4
CCOC(=O)[C@]12Cc3ccccc3[C@H]1N(Cc1ccccc1)C(=O)c1cc(F)c(F)cc12,29.3,x,-3.0,0.4,x,0.9,x,x,x,8.8

# The list is partial. The share of hits here may be higher or lower than overall.
